12-LOX inh: blocks human arachidonate 12S-lipoxygenase | P18054 | purified 12hLO, xylenol orange hydroperoxide absorbance | Potency, µM (series often up to 108 µM), for the others: at the highest dose activity change, negative = inhibition, most hits filed as inhibitors | hit rate 1.1% among 580,000; active = well fitted inhibition curve with a large enough effect; inconclusive = small, poorly fitted or top-dose-only effect, or another doubt; inactive = no such curve, though single readings can be large or run the other way
Target sequence (P18054 whole entry, looked up): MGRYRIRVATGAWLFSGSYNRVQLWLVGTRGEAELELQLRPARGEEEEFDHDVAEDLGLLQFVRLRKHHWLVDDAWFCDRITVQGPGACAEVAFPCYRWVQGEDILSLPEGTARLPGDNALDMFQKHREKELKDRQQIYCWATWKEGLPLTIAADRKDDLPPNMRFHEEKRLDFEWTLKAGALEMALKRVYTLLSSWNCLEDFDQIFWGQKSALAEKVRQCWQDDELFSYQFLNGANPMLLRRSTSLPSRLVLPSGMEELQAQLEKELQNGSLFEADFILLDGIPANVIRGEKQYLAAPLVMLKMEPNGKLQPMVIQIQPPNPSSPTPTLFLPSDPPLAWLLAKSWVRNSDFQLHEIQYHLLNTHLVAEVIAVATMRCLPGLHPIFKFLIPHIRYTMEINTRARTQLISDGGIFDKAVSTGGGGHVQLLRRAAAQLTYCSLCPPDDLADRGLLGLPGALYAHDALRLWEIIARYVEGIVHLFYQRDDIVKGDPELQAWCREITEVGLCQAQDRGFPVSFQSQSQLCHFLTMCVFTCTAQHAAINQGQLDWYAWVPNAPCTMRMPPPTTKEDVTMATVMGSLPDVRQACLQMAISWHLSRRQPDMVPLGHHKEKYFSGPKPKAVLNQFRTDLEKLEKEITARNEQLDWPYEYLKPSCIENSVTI
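Hydroperoxide product was detected by ferrous iron/xylenol orange as the 573 to 405 nm absorbance ratio. Arachidonic acid at 40 uM (final) was turned over for 30 min at room temperature by 150 nM human 12hLO, pH 7.0 Hepes buffer, after 15 min compound preincubation.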
An asterisk follows results filed as active; ? = inconclusive; [ ] = another dose, or the depositor's remark. % is set by controls: 0 for no effect and ±100 for the full control effect; potency is the fitted concentration of half-maximal effect. Some of the compounds tested. The share of hits here may be higher or lower than overall.

12-LOX inh	canonical_smiles
-19.0%	O=C(O)CSc1ccn(Cc2ccccc2)c1
-28.1%[176 µM]	CC(C)c1ccc(N2C(=O)N[C@@H]3CCN(C(=O)C4CCCC4)[C@@H]3C2=O)cc1
?	FC(F)C(F)(F)Oc1cccc(Nc2nccn3c(-c4cccc5ccccc45)cnc23)c1
-15.7%	N#Cc1cc(C(=O)c2cc(Cl)ccc2O)cn(C2CC2)c1=O
37.9%[activator]	Cc1ccnc(NC(=O)CCc2ncc(-c3ccc(F)cc3F)o2)c1
5.1%	Cc1ccc(/C=N/NC(=O)c2ccccc2C)cc1
14.0%	COc1ccccc1CC(=O)NC1CCN(c2cnn(CC3CC3)c(=O)c2)CC1
19.9%[176 µM]	COc1ccc(-c2ccc3ncc(Nc4ccc(C(N)=O)cc4)n3n2)cc1OC
?	Cc1ccc([N+](=O)[O-])cc1S(=O)(=O)Nc1cccc(C#Cc2cccs2)c1
33.4%	O=C(c1ccsc1)N1CCN(c2cc(-c3ccc(Cl)cc3)[nH]n2)CC1
18.0%	CN1CCCCCCN(C(=O)C2CCC2)[C@H]2CCC[C@H]2C1=O
1.1%	CC(C)(Oc1ccc(Cl)cc1)C(=O)Oc1ccc(-c2ccc(C#N)cc2)cc1
?	CN(CCCOc1ccccc1-c1ccccc1)CCCOc1ccccc1-c1ccccc1
-5.7%	O=S1(=O)CC(N2CC=CC2)CN1C1CCCCC1 (stereo not given)
24.5%[176 µM]	CC(=O)N[C@@H]1C=C(C(=O)N[C@H](CC(C)C)C(N)=O)C[C@@H](O)[C@@H]1O
-0.1%[176 µM]	COc1ccc(-c2nnc(C[C@@H]3C[C@@H](C(C)C)[C@H](CNc4ccccn4)C=C3C)o2)cc1
23.1%	Cc1sc2cc(C(=O)NCCN(C)C)[nH]c2c1CN1CCCCC1
3.6%	CSc1ccccc1OCc1cc(C(=O)NCCN2CCCCC2CO)no1 (stereo not given)
-11.7%	COc1cc(CNc2ncnc3c2ncn3[C@H]2CN(Cc3ccc(C(=O)O)cc3)C[C@@H](CO)O2)cc(OC)c1OC
15.8%	Cc1ccc(-c2nc(C(=O)N3CCN(c4ccccn4)CC3)no2)cc1
?	COc1ccc(Oc2coc3cc(OC(C)C(=O)OC4CCCCC4)ccc3c2=O)cc1 (stereo not given)
-0.9%	CCC1(C)NC(=O)N(NC(=O)CCCc2c[nH]c3ccccc23)C1=O (stereo not given)
44.6%[activator]	CCCCN(C)C(=O)CCC1CCN(c2cc(NC3CC3)ncn2)CC1
2.4%	CCOC(=O)C1(C)CCCCCN1C(=O)c1ccc(OC)c(C(F)(F)F)c1 (stereo not given)
15.3%	COc1ccc(CC(N)c2csc(Nc3ncccn3)n2)cc1 (stereo not given)
2.8%	CCCCCCn1nc(C(=O)Nc2cccc(S(=O)(=O)NC(C)(C)C)c2)c2ccccc2c1=O
?	Cc1cc(C)nc(NC(=O)CCSc2ccc(Cl)cc2)n1
107.4%[activator]	CC(C)Cc1cc(C(=O)N2CCc3[nH]nc(-c4ccccc4)c3C2)nc(=O)[nH]1
-0.6%	CC1CCCN(c2nc3ccccc3nc2NS(=O)(=O)c2ccccc2)C1 (stereo not given)
35.5%[activator]	O=C(C[C@@H]1CCNC[C@@H]1Cc1cc(CSc2ccccc2)on1)NCc1cccnc1
-9.8%	COc1cccc(CNC(=O)c2ccc(N3CCOCC3)c(NC(=O)Nc3cc(F)ccc3F)c2)c1
17.1%	CCn1cc(-c2nc3cc(S(=O)(=O)NC(C)C)ccc3n2C(C)C)c(C)n1
?	CCN1CCC(N(Cc2cccc(OC)c2)C(=O)Nc2ccccc2OC)CC1
7.1%	Cc1ccc(C2=NCC(C)n3c2c2ccccc2[n+]3[O-])cc1 (stereo not given)
15.3%	CCn1c(=O)c2ccnn2c2ccc(C(=O)O)cc21
-6.6%	Cc1ccsc1C(=O)Nc1ccc(SC2CCCC2)cc1
8.8%[176 µM]	CC(C)NC(=O)Nc1ccc([C@H]2OCC(=O)N(CCN)[C@@H]2CO)cc1
44.6%[activator]	O=C(NCCc1ccccn1)C1c2ccccc2C(=O)N(C2CCCCC2)C12CCCCC2 (stereo not given)
?	CC(C)Cn1c(COc2ccc3cc(Br)ccc3c2)n[nH]c1=S
2.8%	CCc1nc(C#N)c(NCC(c2cccs2)N2CCOCC2)o1 (stereo not given)
-9.9%	CCOc1ccccc1C(=O)Nc1c(C(=O)N2CCN(C)CC2)oc2ccccc12
3.6%	COc1ccc(-c2nc(CC(=O)NC3CCN(Cc4ccccc4)CC3)cs2)cc1OC
55.1%[activator][176 µM]	CC1(CNc2ccccc2)COc2ccc(C(=O)NCCc3cnc[nH]3)cc2N1 (stereo not given)
17.0%	O=C(c1ccc(F)c(F)c1)N1CCC(n2cc(-c3nc(C4CC4)no3)nn2)C1 (stereo not given)
8.1%	COc1ccc(NC(=O)COc2ccc(C(C)C)cc2)c2cccnc12
-21.9%	O=C(NNC(=O)c1ccccc1OCC1CCCO1)c1cc2ccccc2cc1O (stereo not given)
7.9%[176 µM]	CCNC(=O)N[C@@H]1C=C[C@@H](c2c(C)nn(-c3ccc(C(C)C)cc3)c2C)C1
1.7%	Cc1cccc(CNC(=O)C2(c3ccc(NS(C)(=O)=O)cc3)CCCCC2)c1
-9.4%	Cc1c(CN2CCCC(COc3ccccc3C(=O)N3CCC(C)CC3)C2)cnn1C (stereo not given)
22.4µM*	O=C(Nc1ccc(Cl)cc1)c1csc(C(O)c2cccc(C(F)(F)F)c2)n1 (stereo not given)

Additional results:
12-LOX inh	canonical_smiles
88.9%[activator]	CC(=O)c1ccc(N2CCN(C(=O)c3cn(-c4ccccc4)nc3-c3cccnc3)CC2)cc1
3.6%[176 µM]	Cn1nccc1-c1ccc2ncn(-c3ccc(F)cc3F)c(=O)c2n1
-2.7%	Cc1nc(NC(C)C)sc1C(=O)NCC(C)C
17.4%	COc1ccc(C(=O)N2CCCC3(C2)Nc2cccnc2NC3=NCc2ccccc2)cn1 (stereo not given)
12.8%	O=C(/C=C/c1ccc(F)cc1)NNC(=O)C1CCCCC1
-14.0%	NCCC1CCN(C(=O)Nc2ccccc2F)CC1
-18.2%	Cc1ccc(C)c(N2CCN(C(=O)CCS(=O)(=O)c3cccc4nsnc34)CC2)c1
31.8%	CCN(CC)S(=O)(=O)N1CCCC(c2nc3ccccc3o2)C1 (stereo not given)
6.8%	Cc1oc(-c2nc(C#N)c(N(C)Cc3ccccc3)o2)cc1S(=O)(=O)N(C)C
9.4%[176 µM]	NC(=O)CN1C(=O)CO[C@H]2CN(Cc3ccccc3F)C[C@H]21
7.3%	CC1=C(C(=O)N2CCCCCC2)CC(CC(=O)NCCc2ccccn2)C(=O)N1Cc1ccc(F)cc1 (stereo not given)
61.2%[activator]	CN(C)C[C@@H]1CN(C)C[C@H]1NC(=O)Cc1cccc(Cl)c1
9.5%	CSc1ccc(CNC(=O)C2(C)CCCN(C(C)=O)C2)cc1 (stereo not given)
-26.3%	O=C(CCc1ccc(O)cc1)N[C@H]1CC[C@H](Nc2nccc(-c3cccnc3)n2)C1
-28.8%	CCCCCCOc1ccc(OC(=O)c2cncc(Br)c2)cc1
15.7%	CCN(Cc1ccc(OC)c(F)c1)C(=O)CN1CCC(c2nc3ccccc3s2)CC1
9.8%	Cc1noc(C)c1S(=O)(=O)N1CCCCC1CCn1cccn1 (stereo not given)
-30.2%	C/C(=C/C(=O)NCC1CCN(Cc2cccs2)CC1)C1CC1
-3.6%	CCOC(=O)C1=CCN(S(=O)(=O)c2ccccc2F)C1c1ccc(Cl)cc1 (stereo not given)
?	C=CCOc1ccc(CNc2ccc(Oc3ccccc3)cc2)cc1OC
2.0%	COc1nc(=O)n(C2C=CC(=O)O2)cc1F (stereo not given)
-5.5%	O=C(N/N=C/c1ccc([N+](=O)[O-])s1)C1CCCCC1
-28.1%	NC(=O)C1CC(=O)N(c2ccc(OCc3ccc(Cl)c(Cl)c3)cc2)C1 (stereo not given)
-10.0%	C=CCN(Cc1cccs1)C(=O)c1ccncc1
-9.1%	CCN(Cc1ccncc1)Cc1ccc2c(c1)CN(C(=O)c1cccc3c(C)c(C)[nH]c13)CCO2

Four entries from above, as tab-separated lines:
Structure	12-LOX inh
CCN(CC)S(=O)(=O)N1CCCC(c2nc3ccccc3o2)C1 (stereo not given)	31.8%
Cn1nccc1-c1ccc2ncn(-c3ccc(F)cc3F)c(=O)c2n1	3.6%[176 µM]
CSc1ccc(CNC(=O)C2(C)CCCN(C(C)=O)C2)cc1 (stereo not given)	9.5%
O=C(N/N=C/c1ccc([N+](=O)[O-])s1)C1CCCCC1	-5.5%

Next part:
12-LOX inh	canonical_smiles
12.5%	CN1C(=O)c2cccn2CC1CNC(=O)c1cccn1C (stereo not given)
19.8%	O=C(NCc1nnc2cc(-c3nc(C4CC4)no3)ccn12)c1ccc(Cl)cc1
98.8%[activator]	COCC(=O)N[C@@H]1CN(Cc2cccc(OC)n2)CC[C@@H]1c1nc(C)no1
10.8%	COc1ccccc1N1CCN(C(=O)[C@@H]2Cc3c[nH]c4cccc(c34)[C@H](CC(C)C)N2)CC1
?	CCN(CC)c1ccc(Nc2nc(-c3sc(NC(=O)c4ccccc4)nc3C)cs2)cc1
26.4%[176 µM]	Cc1noc(C)c1Cn1cc2c3c(cccc31)[C@H](CC(C)C)N[C@H](C(=O)O)C2
?	COc1cccc(CC(=O)N2CCCC(c3nc(-c4ccccc4)no3)CCNC(=O)CC2)c1 (stereo not given)
4.5%	Cc1ccc(NC(=O)Cn2c(N3CCCCC3)nc(C)c(C)c2=O)c(C)c1
9.5%[176 µM]	CCCC(C)C(O)CC (stereo not given)
16.7%	COc1ccc(CN2C=C(C(=O)OCc3noc(-c4ccc(C)c(C)c4)n3)C(C)=NS2(=O)=O)cc1
-6.3%	Cc1cc(C)cc(NC(=O)c2ccc3nsnc3c2)c1
-11.0%	OC(c1ccc(Cl)c(F)c1)c1ncc(-c2ccccc2Cl)[nH]1 (stereo not given)
-51.2%	CCN(C(=O)C(Sc1ccccc1)c1ccccc1)C1CCCCC1 (stereo not given)
11.3%[176 µM]	Cc1cc(C(=O)N[C@H]2[C@H](O)[C@H](O)C[C@@H]2c2ccc(N3CCOCC3)nc2)n(C)n1
31.2%[activator]	CC(C)N(Cc1nccn1C)C(=O)c1cc(Cn2cnc3ccccc32)[nH]n1
6.0%	Cc1ccccc1N1Cc2c(NCCOc3ccccc3)ncnc2N(C)CC1=O
62.3%[activator][176 µM]	CN(Cc1ccc(-c2ccccc2)cc1)C(=O)C1CC1
17.4%	O=C(c1cc2ccccc2oc1=O)N1CCC(Cc2ccccc2)CC1
27.2%	O=C(NCCN1CCCC1)c1nnn2cc(-c3ccccc3)[nH]c(=O)c12
36.2%[activator]	Cc1cccnc1C(=O)N1C[C@@H](CO)[C@H](c2ccccn2)C1
30.9%[activator]	CCCn1cc(-c2ccncc2)cc1C(=O)NC(C)c1ccc(OC)cc1 (stereo not given)
22.9%[176 µM]	COc1cccc(CN2CCNc3cc(Nc4cccnc4)ncc3C2)c1
15.2%	CC1CCN(C(=O)c2ncn3c2C(=O)N[C@H](C)C3)CC1
-13.4%	O=C(c1cnco1)N(CC1CCN(Cc2ccccc2F)CC1)CC1CCCO1 (stereo not given)
-6.5%	COc1cc(NC(=O)N2CCC3(CC2)N=C(c2cccc(Cl)c2)C(=O)N3)cc(OC)c1OC

The list goes on, starting with the last 5 of the part before.
12-LOX inh	canonical_smiles
30.9%[activator]	CCCn1cc(-c2ccncc2)cc1C(=O)NC(C)c1ccc(OC)cc1 (stereo not given)
22.9%[176 µM]	COc1cccc(CN2CCNc3cc(Nc4cccnc4)ncc3C2)c1
15.2%	CC1CCN(C(=O)c2ncn3c2C(=O)N[C@H](C)C3)CC1
-13.4%	O=C(c1cnco1)N(CC1CCN(Cc2ccccc2F)CC1)CC1CCCO1 (stereo not given)
-6.5%	COc1cc(NC(=O)N2CCC3(CC2)N=C(c2cccc(Cl)c2)C(=O)N3)cc(OC)c1OC
-14.2%	CN1C(=O)CCCCC1C(=O)NCCc1c[nH]c2ccccc12 (stereo not given)
?	CCOc1ccc(CN(CC)Cc2cc(=O)oc3ccc(C)cc23)cc1
0.4%[12.5 µM]	CC(C)(C)CN1CCCC12Cc1ccccc1CNC2=O (stereo not given)
?	FC(F)(F)c1ccc(CN2CCNc3cc(Nc4ccccc4)ncc3C2)cc1
36.3%[activator]	Cn1nc(C(=O)Nc2ccc3c(c2)C(=O)N2CCC[C@H]2C(=O)N3)c2ccccc21
64.0%[activator]	CCCCCC(=O)N1C[C@@H](n2cc(C3CC3)nn2)[C@H](O)C[C@@H]1c1ccc(OC)cc1
46.2%[activator]	CCC1=NS(=O)(=O)c2cc(NC(C)=O)ccc2N1CC(C)C
?	N#Cc1ccc(/C=C/C(=O)c2ccc3c(c2)CCC3)cc1
35.9%[activator]	CC1(C(=O)N2CCCC2C(=O)Nc2cccc(-n3cccn3)c2)CC1 (stereo not given)
5.3%	O=C(Nc1ccc2c(c1)OCO2)c1cc(C2CCCCN2S(=O)(=O)c2ccccc2)on1 (stereo not given)
22.3%	COCC1CN(C)CC12CCN(C(=O)c1cnco1)CC2 (stereo not given)
-19.1%	CC(C)(C)C1CCC2(CC1)NC(=O)N(CC(=O)Nc1cccc(C#N)c1)C2=O (stereo not given)

Screens deposited in PubChem by National Center for Advancing Translational Sciences (NCATS).
